Screening data as filed in PubChem BioAssay.
EBV gp42 block – blocks Epstein-Barr virus glycoprotein 42 binding; AID 1085; 220,000 tested, 0.42% active; inhibition, % (tested at 21.74 µM); Fluorescence polarization binding assay, mP read-out; Q1HVG2; in the data active = inhibition above about 50%
Target sequence (Q1HVG2 whole entry, looked up): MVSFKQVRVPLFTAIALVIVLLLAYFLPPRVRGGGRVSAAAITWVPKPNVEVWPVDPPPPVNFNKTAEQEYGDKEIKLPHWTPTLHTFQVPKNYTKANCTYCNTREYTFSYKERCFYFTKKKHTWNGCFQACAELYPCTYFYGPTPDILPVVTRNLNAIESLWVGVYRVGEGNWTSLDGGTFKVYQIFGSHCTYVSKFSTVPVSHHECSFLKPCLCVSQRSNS
MDM2 E3 inh – Mdm2 E3 ligase (human) inhibition | 210,000 tested, 0.11% active | signal enhancement, % at 5 µM | cell-based MDM2 ubiquitination luciferase reporter, 2 h; 0 = plate control, 100 = twice control, blank-subtracted;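 active = signal enhancement of 30% or more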;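 also: luminescence tracks abundance of the self-degrading MDM2-luciferase fusion protein; higher signal means inhibition of MDM2 E3 ligase activity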
Target sequence (Q00987 whole entry, looked up, the tested form may be a part): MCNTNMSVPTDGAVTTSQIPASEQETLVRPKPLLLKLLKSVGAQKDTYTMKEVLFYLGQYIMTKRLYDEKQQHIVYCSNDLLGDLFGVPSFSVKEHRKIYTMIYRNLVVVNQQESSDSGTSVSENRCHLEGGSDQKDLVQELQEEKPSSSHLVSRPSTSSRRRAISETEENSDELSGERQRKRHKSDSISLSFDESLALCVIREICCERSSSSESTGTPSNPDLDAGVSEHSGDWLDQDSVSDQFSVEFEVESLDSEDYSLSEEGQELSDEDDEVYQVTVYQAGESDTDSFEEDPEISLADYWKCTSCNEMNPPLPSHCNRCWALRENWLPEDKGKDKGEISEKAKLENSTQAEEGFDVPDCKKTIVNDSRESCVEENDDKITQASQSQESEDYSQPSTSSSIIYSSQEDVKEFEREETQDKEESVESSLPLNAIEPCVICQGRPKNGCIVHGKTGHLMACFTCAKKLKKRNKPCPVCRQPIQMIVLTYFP
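Assay system: stable mammalian line carrying autodegrading MDM2–luciferase fusion reporter; amount: 2000 cells seeded into each well; buffer or medium: DMEM; benchmarks: plate control and blank wells; signal: luciferase luminescence; timing: 2 h compound exposure at 37 °C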
Runt-CBFb FRET – blocks binding of human RUNX1 Runt domain to CBFb | inhibition, % at 20 µM | Cerulean-Runt/Venus-CBFb FRET ratio 530/480, 1 h | 220,000 tested, 0.46% active;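 active = inhibition over about 50% at 20 µM in the single-dose screen, limit read from the data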;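 also: 0% = DMSO wells and 100% = excess unlabeled CBFb competitor control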
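Buffer or medium: Tris pH 7.5 buffer with BSA. Assay system: Cerulean-labeled Runt domain protein. Amount: each fluorescent fusion protein 100 nM. Read-out basis: loss of energy transfer signal. Incubation: 1 h compound exposure, room temperature. Probe or stimulus: Venus-CBFb binding partner, 100 nM. Detection: FRET, excitation 422 nm, emission at 530 and 480 nm.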
L929 necroptosis – blocks zVAD induced death of L929 cells. L929 zVAD necroptosis rescue, ATP luminescence, 24 h; with zVAD 60 µM. viability rescue, % at 10 µM. 220,000 tested, 0.38% active. AID 1377;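 active = activation, scaled between plate controls, above about 75%, limit read from the data; inactive = activation under that limit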;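 also: 0% = zVAD with DMSO and 100% = DMSO alone without zVAD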
14-3-3 Bad PPI – disrupts binding of bovine 14-3-3 zeta to phospho-Bad peptide; P63103; TR-FRET 14-3-3zeta/Dy647-pBad peptide displacement, 1 h; inhibition, % at 21.7 µM; 220,000 tested, 0.71% active; AID 781;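 active = inhibition above about 70%, limit read from the data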;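 also: 0% = full 14-3-3 plus peptide FRET controls and 100% = background without 14-3-3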
Target sequence (P63103 whole entry, looked up): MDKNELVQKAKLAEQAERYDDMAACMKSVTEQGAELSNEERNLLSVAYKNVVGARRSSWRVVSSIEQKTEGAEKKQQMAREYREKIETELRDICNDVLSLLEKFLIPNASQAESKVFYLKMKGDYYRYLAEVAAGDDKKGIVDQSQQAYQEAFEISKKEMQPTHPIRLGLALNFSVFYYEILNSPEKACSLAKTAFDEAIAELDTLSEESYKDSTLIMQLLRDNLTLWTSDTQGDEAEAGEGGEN
Hck-Nef inh – inhibitors of human Hck kinase activated by Nef. Recombinant Hck-YEEI plus Nef, Z-Lyte FRET kinase assay. 220,000 tested, 0.68% active. P08631. inhibition, % at 20 µM;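 active = Hck-Nef kinase inhibition above about 50%, limit read from the data; inactive = inhibition below that limit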;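 also: 0% = DMSO with Hck plus Nef and 100% = Hck alone without Nef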
Runt-SMMHC FRET – blocks binding of human RUNX1 Runt domain to CBFb-SMMHC | Q01196+Q13951 | Cerulean-Runt/Venus-CBFb-SMMHC FRET ratio 530/480, 1 h | inhibition, % at 20 µM | 220,000 tested, 0.74% active | AID 1434;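 active = mean inhibition across duplicate retests at 20 µM reaching about 50%, limit read from the data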;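 also: 0% = DMSO wells and 100% = wells with excess untagged CBFb-SMMHC; inhibitors lower the FRET ratio by blocking Runt binding to CBFb-SMMHC; some results filed as inactive read as strong as hits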
NCF1 inh – p47phox (human) inhibition. P14598. p47phox/p22phox peptide binding, fluorescence polarization, 2 h. inhibition, % at 24.7 µM. 220,000 tested, 0.53% active. AID 1274;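 active = inhibition above about 30%, limit read from the data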;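 also: 0% = p47phox with labelled peptide and 100% = labelled peptide alone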
TbHK1 inh – blocks Trypanosoma brucei hexokinase 1 activity; recombinant TbHK1, G6PDH-coupled NADH A340; inhibition, % at 10 µM; 220,000 tested, 0.11% active; AID 1430;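 active = inhibition of 50% or more in the single-dose primary screen; inactive = inhibition below 50%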
* hit, by the source's call; nt = not tested or not shown; [ ] = another dose, or the depositor's remark.

Labels used below: A = EBV gp42 block; B = MDM2 E3 inh; C = Runt-CBFb FRET; D = L929 necroptosis; E = 14-3-3 Bad PPI; F = Hck-Nef inh; G = Runt-SMMHC FRET; H = NCF1 inh; I = TbHK1 inh
COc1cccc(N(C(=O)CS(=O)CC(=O)Nc2ccc(F)cc2)C(C(=O)NC2CCCCC2)c2cccs2)c1 (stereo not given)
  A: 3	B: 3	C: -4	D: -0.1	E: 28[fluorescence artefact?]	F: 6	G: -7	H: 7	I: 2
CCOC(=O)CSc1nnc([C@@H](NC(=O)OC(C)(C)C)C(C)C)o1
  A: -18	B: 14	C: -3	D: 0.9	E: -1	F: 0	G: -1	H: -9	I: 2
COc1cc(/C=N/NC(=O)C2CCN(CC(O)COCc3ccccc3)CC2)ccc1O (stereo not given)
  A: -16	B: -10	C: -2	D: 1.0	E: -13	F: 11	G: 2	H: -6	I: -22
CCOC(=O)N1CCN(C(=O)c2ccc3c(c2)ncn3C2CCCC2)CC1
  A: -10	B: -6	C: -1	D: 2.0	E: -2	F: 0	G: -6	H: -18	I: -15
O=C(C1=C[C@H](C2CCCCC2)C[C@H](OCCCCO)O1)N1CCN(Cc2ccc3c(c2)OCO3)CC1
  A: -5	B: nt	C: 0	D: 0.5	E: 0	F: -4	G: -1	H: -7	I: -12
COC(=O)[C@H](CC(C)C)NC(=O)N1CCCCC1
  A: -5	B: -23	C: 1	D: 1.0	E: 5	F: 17	G: -1	H: -9	I: -6
CC(C)(C)c1ccc(C(=O)CSc2nc3ccccc3c(=O)[nH]2)cc1
  A: -6	B: -15	C: -6	D: 0.1	E: -9[fluorescence artefact?]	F: 8	G: 2	H: -26	I: -10
Cc1ccc2c(c1)c1c(n2CC(O)CNC2CCCCC2)CCCC1 (stereo not given)
  A: 4	B: 4	C: -4	D: -2.1	E: -2	F: 1	G: -6	H: 1	I: 18
O=C(Nc1cccc(Cl)c1)OCc1ccccn1
  A: -6	B: 1	C: 0	D: 0.0	E: 3	F: 0	G: 4	H: -11	I: 3
O=C(COc1ccccc1[N+](=O)[O-])N/N=C/c1ccc(OC(=O)c2ccco2)cc1
  A: -5	B: -1	C: 1	D: 1.5	E: -12	F: 2	G: -7	H: 5	I: -5
COc1cc2c(=O)n(Cc3ccccc3)c(=O)n(CC(=O)NCCc3ccccc3)c2cc1OC
  A: -18	B: -17	C: 0	D: -1.0	E: 2	F: -1	G: -6	H: 1	I: -13
CCOC(=O)C1CCN(c2c(NCCCN(CC)c3ccccc3)c(=O)c2=O)CC1
  A: -20	B: -7	C: 0	D: 0.2	E: -14	F: 2	G: -4	H: -9	I: -8
Cc1ccc(C)c(N2CCN(C(=O)Cc3c(C(=O)O)[nH]c4ccc(Cl)cc34)CC2)c1
  A: -5	B: -10	C: -3	D: 0.8	E: 2	F: -16	G: 1	H: 0	I: -4
O=C(CSc1nc2ccccc2n1CC(=O)N1CCCC1)NCc1ccc2c(c1)OCO2
  A: -11	B: 4	C: 0	D: -0.3	E: -2	F: 0	G: -6	H: 0	I: 4
CN(CC(=O)Nc1ccc(N2CCOCC2)cc1)CC(=O)Nc1ccc(N2CCOCC2)cc1
  A: -22	B: nt	C: 1	D: -0.6	E: 3	F: 26	G: -5	H: -2	I: -9

Following part.
Labels used below: A = EBV gp42 block; B = MDM2 E3 inh; C = Runt-CBFb FRET; D = L929 necroptosis; E = 14-3-3 Bad PPI; F = Hck-Nef inh; G = Runt-SMMHC FRET; H = NCF1 inh; I = TbHK1 inh
O=S(NC1CCCCC1)C12CC3CC(CC(C3)C1)C2 (stereo not given)
  A: -5	B: -24	C: -4	D: 0.6	E: 17	F: 3	G: -6	H: 0	I: -3
C#CCOc1nc(C)cc(C)c1S(=O)(=O)c1ccccc1C
  A: -5	B: -9	C: 0	D: -0.8	E: 13	F: 15	G: 0	H: 0	I: 14
CCOC(=O)c1sc(C)c2c(=O)n(Cc3ccc(Cl)cc3)cnc12
  A: -6	B: -2	C: nt	D: 0.4	E: -9	F: 2	G: 1	H: -9	I: -6
CS(=O)(=O)N1CCN(C(=O)c2cc(-c3ccncc3)nc3ccc(Cl)cc23)CC1
  A: 3	B: -5	C: 0	D: -0.2	E: 19	F: 0	G: 2	H: 1	I: -5
Cc1ccc(-n2c(-c3c(-c4ccccc4)noc3C)n[nH]c2=S)cc1
  A: -13	B: -9	C: 4	D: -0.3	E: 6[fluorescence artefact?]	F: 2	G: 4	H: -2	I: -9
O=C(COC(=O)c1cc(=O)[nH]c(=O)[nH]1)NCc1ccccc1
  A: 1	B: -8	C: 0	D: -0.1	E: -10	F: -1	G: -75	H: -1	I: 2
c1ccc(-c2ccc(-c3ccccn3)s2)nc1
  A: -2	B: -5	C: -3	D: 7.4	E: 14	F: -5	G: 4	H: 7	I: -55
Nc1nonc1-n1nnc(C(=O)N/N=C/c2ccccc2)c1CSc1ccc(Cl)cc1
  A: 2	B: -24	C: 1	D: 1.5	E: -1	F: 1	G: -4	H: 0	I: 1
O=C1CCSc2ccc(Cl)cc2N1Cc1cccc(Cl)c1
  A: -15	B: -47	C: -2	D: -0.1	E: 0	F: 1	G: -8	H: -7	I: 1
O=C(NCCc1ccc(Cl)cc1)C1CCC(=O)N1Cc1ccc(F)cc1 (stereo not given)
  A: 8	B: -10	C: 2	D: 0.8	E: -5	F: 2	G: 2	H: -10	I: -2
CCOC(=O)c1ccc(NC(=S)Nc2ccc3[nH]c(=O)[nH]c3c2)cc1
  A: -4	B: -4	C: 19	D: 3.0	E: 0	F: 6	G: -3	H: -12	I: -14
Cc1cc(C(=O)CC#N)c(C)n1-c1c(C)n(C)n(-c2ccccc2)c1=O
  A: -16	B: 7	C: 1	D: 3.4	E: -14	F: 16	G: 0	H: -6	I: -3
COc1ccc(CCC(N)=O)cc1OC
  A: -11	B: -9	C: 4	D: -0.9	E: -6	F: 1	G: 0	H: -8	I: -1
c1cc(-c2nn[nH]n2)ccc1CN1CCCCC1
  A: -16	B: -8	C: 0	D: -0.1	E: 6	F: 1	G: 20	H: 0	I: 11
Cc1nnc(N(C)C(=O)c2ccc3c(c2)OCO3)s1
  A: -18	B: -1	C: -1	D: 1.8	E: 8	F: 18	G: 2	H: 9	I: -2

The list goes on:
Labels used below: A = EBV gp42 block; B = MDM2 E3 inh; C = Runt-CBFb FRET; D = L929 necroptosis; E = 14-3-3 Bad PPI; F = Hck-Nef inh; G = Runt-SMMHC FRET; H = NCF1 inh; I = TbHK1 inh
COc1cccc(C(c2c(NC(=O)c3ccccc3)sc(C)c2C)N2CCN(C)CC2)c1 (stereo not given)
  A: 11	B: -11	C: -1	D: 0.4	E: 3	F: 4	G: 1	H: -36	I: -22
CC(=O)Oc1ccc(Cn2cnc3cc4ccccc4cc32)cc1
  A: 5	B: -2	C: -3	D: 0.4	E: -5	F: 7	G: -2	H: -4	I: -5
O=C1c2ccccc2C(Nc2cccnc2)N1Cc1ccccc1Cl (stereo not given)
  A: 1	B: -4	C: 3	D: -0.6	E: 3[fluorescence artefact?]	F: -8	G: -4	H: 3	I: 4
COc1ccc(CCN(Cc2cccs2)S(=O)(=O)c2ccc(S(=O)(=O)N(C)C3CCCCC3)cc2)cc1OC
  A: 2	B: -7	C: 0	D: -0.6	E: 1	F: 3	G: 6	H: -5	I: -11
NC(=O)C1=C[C@H](c2ccc3c(c2)OCO3)C[C@H](OCc2ccc(CO)cc2)O1
  A: -6	B: nt	C: 0	D: 0.6	E: 1	F: 1	G: -2	H: -13	I: -3
Cc1cc(C)c2c(c1)/C(=N/Nc1ccc(S(N)(=O)=O)cc1[N+](=O)[O-])CCC2
  A: -4	B: -21	C: -3	D: -0.8	E: 3	F: -23	G: -4	H: -6	I: -13
O=C(Nc1ccc(Cl)cc1)OCc1cncs1
  A: -19	B: -7	C: 0	D: -0.3	E: 5	F: -1	G: 2	H: -5	I: -6
CCCc1cc(=O)[nH]c(SCC(=O)c2cc(C)n(CCOC)c2C)n1
  A: -12	B: -12	C: 0	D: -0.3	E: -1	F: 0	G: 2	H: 1	I: -9
COc1cc(/C=C/c2noc(-c3ccccc3O)n2)cc(OC)c1OC
  A: -2	B: -2	C: -4	D: 0.4	E: -13	F: 3	G: -1	H: -9	I: -10
O=C(N/N=C/c1ccc(OC(F)F)cc1)C1=COCCO1
  A: -6	B: -19	C: -1	D: 3.6	E: -7	F: 27	G: 0	H: 2	I: -11
CCOC(=O)c1cc(=O)c2c([N+](=O)[O-])ccc(OC)c2o1
  A: -2	B: -6	C: -2	D: 0.2	E: -4	F: 0	G: 5	H: -1	I: -2
O=c1c(Br)c(NCc2ccccc2)cnn1-c1ccc(F)cc1
  A: 5	B: -1	C: -2	D: 1.3	E: -5	F: -3	G: 2	H: 3	I: -9
CCOC(=O)CCC(=O)N1CCOCCOCCN(C(=O)CCC(=O)OCC)CCOCCOCC1
  A: -21	B: -20	C: 0	D: -0.2	E: 2	F: -18	G: -1	H: 6	I: -2
CC1CCCCN1S(=O)(=O)c1cnc(Cl)c(Br)c1 (stereo not given)
  A: -2	B: -17	C: -1	D: -1.1	E: 16[fluorescence artefact?]	F: 0	G: -4	H: 7	I: 3
C=CCn1cnc2c(nnn2-c2ccc(C)c(C)c2)c1=O
  A: -8	B: -7	C: -1	D: 1.2	E: 13	F: 8	G: 1	H: 0	I: -1

(continued)
Labels used below: A = EBV gp42 block; B = MDM2 E3 inh; C = Runt-CBFb FRET; D = L929 necroptosis; E = 14-3-3 Bad PPI; F = Hck-Nef inh; G = Runt-SMMHC FRET; H = NCF1 inh; I = TbHK1 inh
Cc1ccc(SCCNC(=O)c2ccccc2C)cc1
  A: -4	B: -15	C: 3	D: 0.6	E: 1	F: 1	G: 1	H: -3	I: -1
CCCOC(=O)CSC1=C(C#N)C(c2ccccc2OC)C(C#N)C(=O)N1 (stereo not given)
  A: 0	B: -12	C: 3	D: 1.6	E: -22[fluorescence artefact?]	F: 9	G: 1	H: 0	I: -7
CC(C)=NN/C(N)=N/C(=S)Nc1ccc(C)cc1
  A: -1	B: -5	C: 10	D: -0.1	E: -8	F: 0	G: 4	H: -5	I: 31
COc1ccc(CCCC(=O)NC2CCCCC2C)c(C)c1 (stereo not given)
  A: -65	B: -5	C: -3	D: 0.1	E: 9[fluorescence artefact?]	F: 0	G: -6	H: -3	I: 2
COc1ccc(C2Nc3ccccc3C(=O)N2NS(C)(=O)=O)cc1 (stereo not given)
  A: -11	B: -19	C: 5	D: 0.8	E: -2	F: 1	G: 15	H: -3	I: -13

An excerpt of these results, tab-delimited.
SMILES	EBV gp42 block	MDM2 E3 inh	Runt-CBFb FRET	L929 necroptosis	14-3-3 Bad PPI	Hck-Nef inh	Runt-SMMHC FRET	NCF1 inh	TbHK1 inh
Cc1ccc(SCCNC(=O)c2ccccc2C)cc1	-4	-15	3	0.6	1	1	1	-3	-1
CCCOC(=O)CSC1=C(C#N)C(c2ccccc2OC)C(C#N)C(=O)N1 (stereo not given)	0	-12	3	1.6	-22[fluorescence artefact?]	9	1	0	-7
